Assay outcomes from PubChem.
Tat transport – E. coli Tat export inhibitors, primary screen, MC4100, TorA-mCherry reporter, fluorescence, single point; inhibition, % at 10 µM; 0.036% of 340,000 active; AID 488895, 2010;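 active = mean replicate inhibition at least 50% and at least half of replicates individually reaching 50%; inconclusive = only one of the two criteria met; inactive = neither criterion met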;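 also: exported cargo escapes ClpAP degradation while cytoplasmic cargo is degraded and loses fluorescence; 0% = median of neutral control wells and 100% = median of NaSCN control wells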
CAL PDZ FP-1 – untagged CAL PDZ binding inhibitors, primary screen, biochemical, fluorescence polarization, HTS; Golgi-associated PDZ and coiled-coil motif-containing protein (Homo sapiens), Q9HD26; purified CAL PDZ, TMR-peptide fluorescence polarization, 1 h; inhibition, % at 24.9 µM; 0.92% of 300,000 active; AID 602252, 2012;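 active = mean inhibition of at least 30% with at least half of replicates also reaching 30%; inconclusive = no clear call, values can overlap the other calls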;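 also: 0% = DMSO neutral control and 100% = excess unlabeled competitor peptide PRC23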
SR-BI DiI inh – inhibitors of SR-BI mediated HDL lipid uptake, primary screen, ldlA[mSR-BI] cells, fluorescence, single point; Scavenger receptor class B member 1 (Mus musculus), Q61009; ldlA[mSR-BI] CHO cells, DiI-HDL uptake fluorescence, 3 h; inhibition, % at 12.5 µM; 0.96% of 320,000 active;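 active = mean replicate inhibition of at least 70% and a set share of replicates each scoring 70 or more; inconclusive = meets just one of the two criteria; inactive = fails both criteria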;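 also: 0% = median of neutral control wells and 100% = median of positive control wells; values of inactives mirror those of a sister screen read the other way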
Target sequence (Q61009 whole entry, looked up): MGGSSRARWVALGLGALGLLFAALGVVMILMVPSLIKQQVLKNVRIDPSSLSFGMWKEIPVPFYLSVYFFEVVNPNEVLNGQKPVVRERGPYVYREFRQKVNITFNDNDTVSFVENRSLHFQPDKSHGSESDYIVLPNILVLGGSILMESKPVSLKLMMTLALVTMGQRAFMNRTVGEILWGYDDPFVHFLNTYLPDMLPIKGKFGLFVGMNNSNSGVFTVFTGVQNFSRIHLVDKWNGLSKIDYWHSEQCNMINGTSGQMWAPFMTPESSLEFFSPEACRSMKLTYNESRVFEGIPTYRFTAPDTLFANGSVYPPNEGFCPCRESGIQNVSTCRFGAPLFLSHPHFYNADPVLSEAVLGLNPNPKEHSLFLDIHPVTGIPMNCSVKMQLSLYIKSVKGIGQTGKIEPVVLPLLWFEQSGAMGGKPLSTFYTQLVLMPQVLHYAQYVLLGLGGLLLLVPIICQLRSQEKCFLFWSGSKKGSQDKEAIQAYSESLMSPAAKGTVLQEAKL
phage Ecoli inh – growth loss of phage-infected E. coli, primary screen, RecBCD inhibitor project, absorbance, with phage, HTS. 0.26% of 360,000 active. inhibition, % at 11.9 µM; in the data active = inhibition above about 11%
Ecoli viability – E. coli V3065 growth inhibition, primary screen, counter-screen for AddAB inhibitor project, absorbance, OD600; 0.27% of 330,000 active; 18 h; inhibition, % at 11.9 µM;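 active = inhibition above the campaign's mean inhibition across all tested compounds plus 3 SD, cut at about 9.9% in these data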;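 also: uninfected addAB+ strain grown without phage in ampicillin broth; 0% = DMSO wells and 100% = ciprofloxacin 0.95 µg/ml wells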
AddAB inh – growth inhibition of E. coli expressing H. pylori AddAB, primary screen, AddAB inhibitor project, absorbance; inhibition, % at 11.9 µM; 0.29% of 330,000 active; AID 435030, 2010; in the data active = inhibition above about 12%;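 also: 0% = vehicle wells of infected cells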
MITF TRPM1 HTS – activators of MITF-driven TRPM1 promoter reporter, primary screen, cell-based, SK-MEL-5, luciferase, single point. 0.75% of 300,000 active. SK-MEL-5 TRPM1-promoter luciferase, 24 h; % of positive control, neutral wells = 0. activation, % at 12.5 µM;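 active = mean activation of at least 80% with every replicate also reaching 80%; inconclusive = mean reaches 80% but some replicate falls short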;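 also: 0% = neutral control wells and 100% = parthenolide positive control wells; values of inactives mirror those of a sister screen read the other way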
CAL PDZ FP-2 – CAL PDZ peptide-binding inhibitors, primary screen, biochemical, fluorescence polarization, Cer-tagged CAL PDZ, HTS; Golgi-associated PDZ and coiled-coil motif-containing protein (Homo sapiens), Q9HD26; purified CAL PDZ, TMR-peptide fluorescence polarization, 1 h; 0.02% of 330,000 active; AID 504414, 2011; inhibition, % at 20 µM;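 active = highest replicate inhibition of at least 40%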;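 also: plate controls were DMSO neutral control wells for no effect and unlabeled competitor peptide control wells for full effect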
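System: tagged CAL PDZ domain. Schedule: 1 h room-temperature incubation prior to read. Signal: fluorescence polarization (mP). Measure: percent inhibition from loss of millipolarization.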
SR-BI uptake up – activators of SR-BI mediated DiI-HDL uptake, primary screen, ldlA[mSR-BI] CHO cells, DiI fluorescence; 3 h; 100 = double the neutral-control signal; activation, % at 12.5 µM; 0.096% of 320,000 active; AID 504775, 2011;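 active = mean replicate activation of at least 60% and every replicate at or above 60%; inconclusive = mean or all-replicate condition met, but not both; inactive = mean below 60% and not all replicates reaching 60%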;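 also: 0% = median plate neutral-control signal and 100% = twice that signal; values of inactives mirror those of a sister screen read the other way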
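System: LDL receptor-deficient CHO ldlA cells overexpressing murine SR-BI | Timing: 3 h uptake period with compound, 37 °C | Medium: HEPES-buffered (25 mM, pH 7.4) F12 plus 0.5% BSA | Dosing: Single-point compound dose | Signal: Bottom-read fluorescence, 550/595 nm | Read-out: Retained DiI signal reflecting DiI-HDL uptake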
Wnt bcat act – Wnt/beta-catenin pathway activators, primary screen, cell-based, plate reader, single point. AID 743398, 2014. activation, % at 9.35 µM. Wnt/beta-catenin reporter cell assay, activator. 1.2% of 300,000 active; in the data active = activation above about 30%, passing the limit was not always enough; inconclusive = no clear call, values can overlap the other calls;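 also: 0% = neutral control wells and 100% = positive control wells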
* = called active by the depositor; u = inconclusive; x = no result given. Hits appear at their usual frequency, and some 3.6% of all compounds hit somewhere here.

SMILES | Tat transport | CAL PDZ FP-1 | SR-BI DiI inh | phage Ecoli inh | Ecoli viability | AddAB inh | MITF TRPM1 HTS | CAL PDZ FP-2 | SR-BI uptake up | Wnt bcat act
COc1ccc(CC2(CO)CCN(CC3=CC[C@H]4C[C@@H]3C4(C)C)CC2)cc1 | -3 | 3 | -25 | 2.2 | 1.6 | 1.5 | 9 | -0.3 | 25 | 17
CCC1CCCCN1c1nc2c(C=O)c(C)nn2c2ccccc12 (centres undefined) | -10 | -3 | 9 | 1.5 | -2.6 | -2.4 | -6 | -1.3 | -9 | -2
Cc1cc(C)c(NC(=O)CSc2nc(=O)n(CCN3CCOCC3)c3c2CCCC3)c(C)c1 | 0 | -10 | 4 | 2.9 | -1.6 | -2.2 | -1 | -3.5 | -4 | 0
CC1CCCCC1NC(=O)/C(C#N)=C/c1ccc(F)c(F)c1 (centres undefined) | 4 | -10 | -22 | 7.2 | -3.0 | 2.3 | 4 | -0.3 | 22 | -2
CNC(=S)N1CCN(C(=O)c2ccco2)CC1 | -5 | x | 5 | 3.9 | -0.3 | 0.5 | 1 | -0.8 | -5 | -1
CN1C(C(=O)Nc2ccc(C(=O)O)cc2)=C(O)c2ccccc2S1(=O)=O | 1 | -8 | -19 | 4.5 | -1.1 | 0.4 | 7 | -1.0 | 19 | -3
COC1OC(O)C(NC(=O)C(F)(F)F)CC1O (centres undefined) | -4 | 0 | -4 | 2.1 | x | x | 5 | -0.9 | 4 | -2
COCCCNc1nc2c(c(=O)[nH]c(=O)n2C)n1CC(O)COc1cccc(C)c1 (centres undefined) | u | 11 | 22 | -0.1 | -3.2 | 2.4 | -10 | 0.9 | -22 | 0
COc1ccc2cc(C)c3nnc(SCC(=O)Nc4nc(-c5ccccc5)cs4)n3c2c1 | -1 | 0 | 20 | 0.6 | 0.3 | 0.8 | x | -0.1 | -20 | x
COCCN(C(=O)COC(=O)c1cc2c(s1)CCC2)c1c(N)n(Cc2ccccc2)c(=O)[nH]c1=O | 3 | -2 | -13 | 4.8 | -3.0 | -1.7 | -15 | -0.1 | 13 | -6

The last two records of the section before lead into the next:
SMILES | Tat transport | CAL PDZ FP-1 | SR-BI DiI inh | phage Ecoli inh | Ecoli viability | AddAB inh | MITF TRPM1 HTS | CAL PDZ FP-2 | SR-BI uptake up | Wnt bcat act
COc1ccc2cc(C)c3nnc(SCC(=O)Nc4nc(-c5ccccc5)cs4)n3c2c1 | -1 | 0 | 20 | 0.6 | 0.3 | 0.8 | x | -0.1 | -20 | x
COCCN(C(=O)COC(=O)c1cc2c(s1)CCC2)c1c(N)n(Cc2ccccc2)c(=O)[nH]c1=O | 3 | -2 | -13 | 4.8 | -3.0 | -1.7 | -15 | -0.1 | 13 | -6
CCOC(=O)c1nn(-c2ccccc2)c(=O)cc1OCC(=O)Nc1cccc(OC)c1 | -8 | 3 | 2 | 0.6 | 3.0 | -0.2 | -8 | -2.7 | -2 | -2
CN(C)Cc1c(C(=O)N/N=C/c2cccs2)nnn1-c1nonc1N | 4 | -5 | 14 | -4.5 | -1.3 | 1.3 | 0 | -0.8 | -14 | -1
Cc1onc(-c2ccccc2Cl)c1C(=O)NCCn1ccc2ccccc21 | -6 | 5 | 0 | 0.8 | 0.4 | 3.4 | -6 | -1.0 | 0 | x
COc1ccccc1-c1cc(C(=O)N2CCN(c3ccccc3)CC2)no1 | 9 | -1 | x | -1.8 | -2.9 | -1.7 | 15 | -3.1 | x | 5
CCCc1cc(C(=O)Nc2ccccc2C(=O)OC)no1 | 11 | -1 | 24 | 2.0 | -0.1 | -1.1 | x | -0.2 | -24 | 14
CCN(CC)c1ccc2ccc(=O)oc2c1 | -5 | 2 | 11 | 5.1 | -2.0 | 1.0 | 12 | -1.0 | -11 | -2
CC(=O)Nc1ccc(NC(=O)c2nccnc2C(=O)O)cn1 | -5 | 1 | x | 0.0 | -1.7 | 1.1 | -3 | 0.1 | x | -1
CO[C@H]1[C@@H]2C=CO[C@@H](O[C@H]3O[C@@H](CO)[C@H](O)[C@@H](O)[C@@H]3O)[C@@H]2[C@@]2(CO)O[C@@H]12 | -7 | 0 | -5 | 0.8 | 0.5 | 0.4 | 10 | -0.5 | 5 | 1
COc1cc2cc(CN(CCCO)S(=O)(=O)c3ccccc3Cl)c(=O)[nH]c2cc1OC | 1 | x | -17 | x | 0.8 | 2.0 | -18 | -0.5 | 17 | -1
Cn1c(-c2ccccc2)c(/C=N/NC(=O)c2ccc(O)cc2)c2ccccc21 | 4 | -3 | x | -1.4 | -1.8 | -2.3 | 1 | 1.4 | x | 29
O=C(COC(=O)CCc1c[nH]c2ccccc12)NCCc1ccccc1 | 2 | -3 | -16 | 0.6 | -0.1 | 0.9 | -2 | 0.1 | 16 | 9
COc1cc(/C=C(/C#N)C(=O)NCCc2c[nH]c3ccccc23)ccc1OCc1ccccc1F | 15 | x | 52 | 0.9 | -3.5 | 1.8 | -34 | -2.8 | -52 | x
C/C(=N\S(=O)(=O)c1ccc(C)cc1)N(C)C | -5 | -1 | x | 1.8 | -2.0 | -0.5 | -4 | -2.1 | x | 1
Cc1cc(C)n(-c2ccc(F)cc2)c(=O)c1C#N | -2 | -1 | -20 | 3.2 | -0.3 | 0.6 | 0 | 1.0 | 20 | -1
Clc1ccc(OCc2nn3c(-c4ccco4)nnc3s2)c(Cl)c1 | -6 | -2 | -7 | 3.0 | -1.0 | 0.0 | x | -0.7 | 7 | x
CC(=O)c1cccc(NC(=O)c2cc3nc(C)cc(C)n3n2)c1 | 6 | 1 | 14 | 2.7 | -1.4 | -0.1 | u | x | -14 | 12
O=C(O)c1cccc(S(=O)(=O)Nc2ccc3c(c2)CCC3)c1 | -8 | -4 | -3 | 1.0 | x | x | -1 | 6.2 | 3 | -2
C=CCn1c(SCCOc2ccc(OC)cc2)nnc1C(NC(=O)c1ccc(OC)cc1)C(C)C (centres undefined) | 5 | -2 | 11 | 2.3 | 0.3 | 0.9 | -5 | 0.6 | -11 | -5
N#Cc1nc(-c2cccs2)oc1NCCN1CCOCC1 | -12 | -1 | 2 | 2.1 | -0.4 | 4.3 | 5 | -0.9 | -2 | x
O=C(O)CCCC(=O)N1CCc2cc(S(=O)(=O)N3CCc4ccccc43)ccc21 | 0 | x | 29 | 4.2 | -0.1 | -0.2 | -5 | -1.5 | -29 | -3
Fc1ccc(Cc2nnc(-c3cccs3)o2)cc1 | 20 | -3 | -16 | 2.1 | 1.4 | 3.5 | 66 | -0.3 | 16 | 15
O=C(O)c1cnn2c(C(F)F)cc(C(F)F)nc12 | 30 | 2 | 12 | 0.8 | -0.1 | -1.4 | -5 | -1.6 | -12 | x
O=C(NCCCN1CCOCC1)c1ccc2c(c1)N(Cc1ccccc1F)C(=O)c1ccccc1S2=O (centres undefined) | -4 | 4 | 0 | 2.0 | -1.5 | -0.1 | -3 | -3.9 | 0 | -2
COC(=O)CN(C#N)c1nc(OC)nc(N(C)C)n1 | -4 | x | 7 | 1.8 | -1.0 | 1.0 | -3 | -1.2 | -7 | x
COc1ccc(NC(=O)CSc2nc3c(c(=O)n2-c2ccccc2OC)SCC3)cc1 | -5 | x | 4 | 1.0 | -0.6 | 3.2 | x | -0.8 | -4 | 2
O=C(O)CCN1C(=O)c2ccc(NC(=O)CSCc3ccccc3)cc2C1=O | 7 | -2 | 6 | 4.7 | -0.3 | 4.8 | -9 | -1.2 | -6 | x
Cc1cc(Nc2ccc(N(C)C)cc2)n2ncnc2n1 | -3 | 13 | -11 | -0.8 | -0.7 | 3.0 | x | 1.2 | 11 | 2
COc1ccccc1C1(CCNS(=O)(=O)c2ccc(C)cc2)CCOC(C(C)C)C1 (centres undefined) | 13 | -3 | 10 | 1.0 | -1.0 | 3.5 | 7 | 0.1 | -10 | x
COc1cccc(OC)c1C(=O)Nc1nc2ccc([N+](=O)[O-])cc2s1 | 4 | -6 | 22 | 0.7 | -0.1 | -0.6 | 3 | -0.7 | -5 | -4
CC(C)CNS(=O)(=O)c1ccc(CCC(=O)NCc2ccco2)cc1 | 1 | -2 | 5 | 0.2 | -4.1 | 1.1 | 3 | -2.5 | -5 | x
Cc1cc(S(=O)(=O)NCc2ccco2)c(C)cc1Cl | -5 | -2 | 1 | 0.6 | 2.0 | -0.2 | 10 | -0.7 | -1 | 0
CCCC(c1nnnn1Cc1ccc2c(c1)OCO2)N1CCC(C(N)=O)CC1 (centres undefined) | -10 | -6 | -3 | 4.3 | 1.3 | 3.1 | 4 | 0.1 | 3 | -2
CCCCCC(=O)Nc1ccc(S(=O)(=O)Nc2cc(OC)nc(OC)n2)cc1 | -17 | -6 | -10 | 0.0 | x | x | x | -0.8 | 10 | 1
Cc1ccc(-c2nc(C#N)c(NCC3CCCO3)o2)cc1 (centres undefined) | -1 | 3 | 26 | 0.6 | -3.2 | -0.4 | 69 | 0.2 | -26 | 25
CC[C@@]1(C(=O)OC)N[C@H](CN(C)S(=O)(=O)c2ccc(C(C)(C)C)cc2)[C@@H]2C(=O)N(C)C(=O)[C@@H]21 | -14 | 0 | -14 | -1.7 | -0.5 | 2.4 | 8 | -0.2 | 14 | -1
COc1ccccc1Nc1cc(C(=O)NC2CCCC2)c2ccccc2n1 | 1 | -1 | 66 | 0.7 | -1.9 | 5.4 | -6 | 0.4 | -66 | 3
O=C(CCc1ccccc1)Nc1cccc(-c2nnc(-c3ccco3)o2)c1 | -1 | 0 | 23 | 2.3 | -0.4 | 1.6 | 11 | -2.1 | -23 | 1
CC(=O)Nc1ccc2nc(-c3ccncc3)[nH]c2c1 | -2 | 0 | -9 | 1.5 | -1.7 | -2.1 | -2 | -2.1 | 9 | -7
Cn1c(=O)c(C(=O)NNC(=O)c2ccc(Br)cc2)c(O)c2ccccc21 | -3 | -5 | -14 | -2.0 | -6.7 | -4.8 | -19 | -0.6 | 14 | -2
CC(C)(C)c1ccc(C(=O)NNC(=O)C(=O)N2CCCCC2)cc1 | 10 | 1 | -14 | 0.6 | -5.2 | -3.2 | 30 | x | 14 | x
CC1=C(C(=O)OCCOC(C)C)C(c2cc3c(cc2Br)OCO3)C2=C(CCCC2=O)N1 (centres undefined) | 1 | -1 | -8 | 2.2 | 0.6 | -0.1 | 14 | -2.7 | 8 | 3
CCNCCNC(=O)c1c(O)c2cccc3c2n(c1=O)CCC3 | 13 | -3 | -2 | 4.0 | -1.1 | 1.8 | -12 | -0.7 | 2 | x
